# Bioassay records from PubChem BioAssay.
# CCT chaperon mod – modulators of cytosolic chaperonin (CCT/TRiC) activity; activity change, % (no concentration beside the values), hits read low; purified chaperonin ATPase assay, HTRF ADP detection, 30 min; actives 0.3% (n = 360,000); AID 651819; in the data active = activity change below about -30%; note: % is set by controls: 0 for no effect and ±100 for the full control effect
#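 Enzyme 40 or 20 nM (batch-dependent) in Tris pH 7.4/KCl/MgCl2/DTT; cpd 76 uM single point; ATP 10 uM; 30 min 37 °C; Transcreener ADP HTRF detection, 30 min RT; ratio 665/615.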
# TGFb inhibitor – inhibitors of TGF-b signaling | AID 588855 | HepG2 CAGA-GFP TGF-b/SMAD3 reporter, GFP fluorescence, 18 h; TGF-beta stimulated, 500 pg/mL final | Potency, µM (series often up to 46.1 µM), without a hit: at the highest dose activity, negative = inhibition, hits mostly inhibitors | actives 1.2% (n = 410,000); note: potency is the fitted concentration of half-maximal effect; % is set by controls: 0 for no effect and ±100 for the full control effect; nearly all actives have a fitted effect of over 65% in size
#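 Using HEPG2 CAGA-GFP reporter cells at 1000 cells/well, we pinned test compounds, stimulated with recombinant TGF-beta (500 pg/mL final) and measured total well GFP after 18 h.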
# Nrf2 block – Nrf2 pathway inhibition | A549 ARE-Fluc reporter, luciferase luminescence, 18-24 h | AID 504444 | Potency, µM (top dose mostly 46 µM), inactives show at the highest dose activity change, negative = inhibition, usual class: inhibitors | actives 2.1% (n = 360,000); note: potency is the fitted concentration of half-maximal effect; % is set by controls: 0 for no effect and ±100 for the full control effect; nearly all actives have a fitted effect of over 60% in size
#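 A549 ARE_Fluc cells, 5000/well, 5% FBS OPTI-MEM; compounds in dose-response, 18-24 h at 37 °C/5% CO2; CellTiter-Fluor viability read (Ex 405/Em 525), then BugLite luciferase luminescence = Nrf2 activity.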
# Mm-Cpn inhibitor – inhibitors of Methanococcus maripaludis chaperonin (MmCpn); purified Mm-Cpn ATPase, ADP Transcreener TR-FRET; Potency, µM (highest dose often 76.9 µM), for inactives: at the highest dose activity, negative = inhibition, most hits filed as inhibitors; actives 0.031% (n = 330,000); note: potency is the fitted concentration of half-maximal effect; % is set by controls: 0 for no effect and ±100 for the full control effect; nearly all actives have a fitted effect of over 80% in size
#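 Measured: ADP formation by purified Mm-CPN. Conditions: 25 nM protein, 10 uM ATP, Tris pH 7.4 with Mg2+, K+ and DTT, 37°C for 30 min. Detection: Transcreener HTRF after 30 min at room temperature.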
# Abeta yeast res – restores growth of yeast expressing A-beta42 peptide; yeast expressing A-beta42, growth rescue, OD600, 48 h; response scale: 0% DMSO, 100% iron-clioquinol control; Potency, µM (doses to about 46.1 µM), without a hit: at the top dose growth rescue, hits mostly activators; actives 0.063% (n = 410,000); note: potency is the fitted concentration of half-maximal effect; nearly all actives have a fitted effect of over 55% in size
#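 Growth rescue measured by 600 nm absorbance after 48 h yeast culture at 30 C with compound. Values normalized between DMSO and an equimolar ferric chloride plus clioquinol control.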
# A549 tox – counter-screen for Nrf2 inhibitors: cytotoxicity in A549 cells. A549 ARE-Fluc cells, CellTiter-Fluor viability, 18-24 h. Potency, µM (doses to about 46 µM), without a hit: at the top dose activity change, negative = cytotoxicity, hits mostly inhibitors. actives 0.16% (n = 390,000). AID 504648; note: potency is the fitted concentration of half-maximal effect; % is set by controls: 0 for no effect and ±100 for the full control effect
#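 A549 ARE_Fluc cells in 5% FBS OPTI-MEM were exposed to compounds in concentration-response for 18-24 h at 37 deg C. Viability was read by CellTiter-Fluor fluorescence (Ex 405/Em 525) after 30 min, before the luciferase read.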
# Akt phos inh – inhibitors of Akt phosphorylation; Neuro2A IGF-stimulated pAkt S473 HTRF, 20 min; stronger effect = lower value; activity change, % for hits at 50 µM; actives 0.32% (n = 360,000); AID 651550; in the data active = activity change below about -80%; inconclusive = mostly about -51% to -80%; note: % is set by controls: 0 for no effect and ±100 for the full control effect
#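 Neuro2A cells (4,500/well, DMEM with 0.5% FBS) were treated with compound at a single 50 µM final concentration, stimulated with 6 nM IGF for 20 min at 37 °C, and lysed. Phospho-Akt Ser473 was read by HTRF as 665/615 ratio ×10^4.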
# Nrf2 activator – activates Nrf2 signaling. Potency, µM (highest dose often 46.1 µM), without a hit: top-dose activation, most hits filed as activators. AREc32 ARE-luciferase reporter (MCF7-derived line), luminescence, 24 h. actives 0.31% (n = 410,000); note: potency is the fitted concentration of half-maximal effect; % of control where 0% means no effect; nearly all actives have a fitted effect of over 65% in size
#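 ARE activation measured as luciferase luminescence (Steady-Glo, 30 min RT) in AREc32_Fluc cells after 24 hr compound exposure at 37 deg C, 5% CO2; cells seeded overnight at 1000/well in OPTI-MEM, 5% FBS.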
# HepG2 viability – HepG2 cytotoxicity, counter-screen for TGF-b inhibitors; HepG2 CAGA-GFP viability, ATP luminescence, 18 h; Potency, µM (top dose mostly 46.1 µM), for inactives: top-dose activity change, negative = cytotoxicity, usual class: cytotoxic; actives 0.76% (n = 410,000); AID 588856; note: potency is the fitted concentration of half-maximal effect; some results filed as inactive show a strong effect at the top dose
#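 CellTiter-Glo luminescence gave cytotoxicity after 18 hours at 37 degrees C. The cells were HepG2 CAGA-GFP in 1% FBS DMEM, stimulated with 500 pg/mL TGF-beta after compound addition. %Activity was normalised to no-cell wells (complete cell-killing) and DMSO (no toxicity), and curves were fitted and classified.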
# Numbers without * were called inactive; i = inactive; ? = inconclusive; / = no result given; & = joins results of further samples; [ ] = dose if it differs, or a comment. Unless noted, calls come from the whole dose curve; as a rule, active = well fitted curve in the direction sought with a large enough effect; inconclusive = small, poorly fitted or top-dose-only effect, or another doubt; inactive = no such curve, though single readings can be large; an effect the other way counts as inactive or inconclusive.
SMILES,CCT chaperon mod,TGFb inhibitor,Nrf2 block,Mm-Cpn inhibitor,Abeta yeast res,A549 tox,Akt phos inh,Nrf2 activator,HepG2 viability
O=c1cc(N2CCC(Cc3ccccc3)CC2)[nH]c(=O)n1C1CCCCC1,-0.3,-3%,15%,2%,22%,4%,i,0.4%,-7%
Cc1cc(NC(=O)CN2CCC(O)CC2)nc2c1c(=O)oc1ccccc12,/,8%,?,/,-3%,-3%,/,?,-1%
CC(C)[C@H](CN1CCC[C@H]1CN1C(N)=NC[C@@H]1Cc1ccccc1)N1C[C@@H](Cc2ccccc2)N(CCc2ccc(Cl)c(Cl)c2)C1=N,-0.2,1%,0%,0%,-72%[inhibitor],-2%,i,-5.5%,-9%
CCOc1cc(N2CCOCC2)c(OCC)cc1NC(=O)CSc1nccc(C)n1,-1.3,7%,?,-1%,8%,-4%,i,-0.4%,4%
CCOCCCNC(=O)C1CCCCN1S(=O)(=O)c1ccc(F)cc1 (centres undefined),-0.3,6%,-3%,-1%,-6%,10%,i,0.0%,1%
COc1ccc2c(CC(=O)OCC(=O)c3ccccc3OC)coc2c1,0.1,1%,9%,1%,1%,2%,i,-0.2%,2%
CCOC(=O)COc1nc(-c2ccco2)cc(-c2ccco2)c1C#N,-0.2,-14%,9%,-2%,-18%,1%,i,?,-12%
Cc1ccc(C)c(CN2CCN(c3ncccn3)CC2)c1,-1.9,-1%,-16%,-2%,-7%,0%,i,-0.4%,-2%
Cc1c(C(=O)/C=C/N(C)C)nnn1-c1ccc(Cl)c(Cl)c1,-2.8,-12%,-17%,-19%,-92%[inhibitor],13%,i,0.2%,-33%
CNCCOCC(O)CSc1ccccc1 (centres undefined),1.1,3%,6%,0%,10%,1%,i,6.8%,5%
CCSCCOC(=O)C1=C(C)NC(=O)NC1c1cc(OC)ccc1OC (centres undefined),-1.3,-1%,-5%,1%,7%,-7%,i,0.3%,-4%
COc1ccc(OCC(O)CNS(=O)(=O)c2ccc(C)cc2)cc1 (centres undefined),-1.6,-7%,-9%,0%,-12%,-2%,i,0.6%,-21%
COc1ccc(C2CC(c3ccc4ccccc4c3)=NN2C(=O)CNC2CCCCC2)cc1 (centres undefined),0.3,?,?,-2%,4%,-1%,i,-4.6%,13µM*
Cn1c(=O)[nH]c(=O)c2c1nc(N1CCC(Cc3ccccc3)CC1)n2Cc1ccccc1,-0.9,?,?,-1%,2%,-23%,i,-0.8%,-36%
CSCCC(=O)N1C(C)CCCC1C(=O)O (centres undefined),-1.4,29%,-16%,1%,9%,0%,i,-0.1%,8%
CCN1CCN(c2ccc(NC(=O)c3cccc(F)c3)cc2Cl)CC1,-0.4,5%,?,0%,-10%,-23%,i,5.6%,-26%
COc1ccc(NC(=O)CN2C(=O)C(c3ccccc3)=NC23CCCCCC3)cc1OC,1.4,15%,-29%,0%,-5%,-21%,i,-0.1%,8%
CC(=O)NS(=O)(=O)c1ccc(NC(=O)C2C3C=CC(C3)C2C(=O)O)cc1 (centres undefined),-0.4,-2%,14%,0%,-1%,-3%,i,0.0%,5%
CCC(C(=O)OC)n1cnc2scc(-c3ccc(C)cc3)c2c1=O (centres undefined),-0.1,8%,2%,-1%,-71%[inhibitor],2%,i,-0.4%,5%
CC(C)c1ccc(NC2CCCN(C(=O)c3cc(C(C)C)nc(N)n3)C2)cc1 (centres undefined),-1.5,24%,7%,-1%,10%,0%,i,0.1%,-1%
Cc1ccc(S(=O)(=O)N(CC(=O)NC2CCCC2)c2cccc(C)c2)cc1,-2.5,-15%,-12%,3%,-11%,-4%,i,-0.9%,0%
CC(C)(C)c1cc(N)on1,-0.9,-2%,4%,2%,6%,1%,i,-0.4%,25%
COCCNC(=O)C(c1ccc(C)o1)N(Cc1cccs1)C(=O)c1snc(C(N)=O)c1N (centres undefined),1.1,11%,6%,0%,4%,-7%,i,-1.0%,1%
OC[C@@H]1CN(Cc2ccncc2)C[C@H](n2cnc3c(N4CCCC4)ncnc32)O1,0.4,13%,/,/,-6%,/,i,0.7%,-20%

# Grouped by structure: the entries above containing fluorine (2)
SMILES,CCT chaperon mod,TGFb inhibitor,Nrf2 block,Mm-Cpn inhibitor,Abeta yeast res,A549 tox,Akt phos inh,Nrf2 activator,HepG2 viability
CCOCCCNC(=O)C1CCCCN1S(=O)(=O)c1ccc(F)cc1 (centres undefined),-0.3,6%,-3%,-1%,-6%,10%,i,0.0%,1%
CCN1CCN(c2ccc(NC(=O)c3cccc(F)c3)cc2Cl)CC1,-0.4,5%,?,0%,-10%,-23%,i,5.6%,-26%

# Later entries
SMILES,CCT chaperon mod,TGFb inhibitor,Nrf2 block,Mm-Cpn inhibitor,Abeta yeast res,A549 tox,Akt phos inh,Nrf2 activator,HepG2 viability
O=C(NCc1ccc(Cl)cc1)c1ccc(CNc2c(N3CCOCC3)c(=O)c2=O)cc1,0.9,0%,-6%,-2%,-5%,3%,i,0.4%,1%
COc1ccc(C(CC(=O)N2CCCC(C)C2)c2c(OC)cc(OC)c3c(-c4ccccc4)cc(=O)oc23)cc1 (centres undefined),-0.4,?,-27%,-2%,5%,?,i,0.2%,2%
S=c1[nH]nc(-c2ccc(Cl)cc2)n1-c1ccc2c(c1)OCCO2,0.9,-10%,6%,-8%,16%,-2%,i,2.5%,13%
Nc1nc(NCc2ccc(Cl)cc2Cl)c2[nH]cnc2n1,/,30%&7%[activator],12%&16%,/,/,7%&3%,/,/,-29%&0%
CC1(C)C(=O)NCCN1C(=O)CCC(=O)O,3.1,3%,10%,0%,13%,-1%,i,-0.7%,1%
CCc1nnc(NS(=O)(=O)c2ccc(N3C(=O)c4ccc(C(=O)O)cc4C3=O)cc2)s1,-0.7,-4%,21%,0%,-12%,-1%,i,-0.2%,10%
CC(C)(C)c1ccc(/C=C/C(=O)Nc2ccncc2)cc1,-0.3,?,16%,0%,-37%[inhibitor],0%,i,2.8%,-30%
COCCn1c(SCC(=O)N2CCOCC2)nc2ccccc2c1=O,1.1,5%,2%,-15%,-10%,-7%,i,0.3%,-4%
CC(=O)c1cn(CCC(C)C)c(=O)[nH]c1=O,-0.7,1%,-1%,2%,-6%,1%,i,-1.1%,1%
CS(=O)(=O)Nc1ccccc1C(=O)Nc1ccccc1C(=O)N1CCCC1,0.5,0%,8%,-6%,2%,1%,i,-0.2%,-16%
COC(CNC(=O)c1ccc2c(c1)ncn2-c1ccc(F)c(F)c1)OC,1.4,8%,-9%,1%,-16%,9%,i,0.3%,-1%
O=C(COc1ccccc1[N+](=O)[O-])Nc1ccccc1N1CCCCC1,-3.9,?,?,2%,5%,-3%,i,5.6%,-37%
CN(CC(=O)Nc1cccc(S(=O)(=O)N(C)C)c1)Cc1ccccc1,2.6,-9%,?,0%,-6%,-4%,i,4.0%,14%
COc1ccc(CCC(C)NCc2cc(OC)cc(OC)c2)cc1 (centres undefined),0.9,-9%,-5%,-1%,-5%,1%,i,0.5%,-35%
CCC(C)C(NC(=O)OC(C)(C)C)C(=O)NC1COC2CC(n3ccc(=O)[nH]c3=O)OC12 (centres undefined),/,10%,15%,/,/,-5%,/,/,2%
COc1ccc(N=C(C)C2=C(O)CSC2=O)cc1,-0.4,-24%,?,-1%,-22%,3%,i,14%,-5%
OCCN1CCN(CC/C=C2/c3ccccc3CSc3ccccc32)CC1,1.0,?,0%,/,3%,-1%,i,3.4%,-60%
O=C(O)COc1ccc(/C=N/NC(=O)COc2nsnc2N2CCOCC2)cc1,0.0,-5%,1%,-6%,0%,0%,i,1.4%,0%
Cc1ncc(CN2CCCC(C(=O)Nc3ccc(-c4ccco4)cc3)C2)cn1 (centres undefined),0.5,2%,?,1%,/,1%,i,8.5%,8%
Cn1nc(Oc2nc(N3CCOCC3)nc(N3CCOCC3)n2)ccc1=O,-1.6,?,2%,0%,-6%,3%,i,-0.6%,-92%
Cc1csc(SCC(=O)Nc2ccc3c(c2)OCCO3)n1,-1.0,-8%,?,-1%,-8%,1%,i,9.7%,2%
CCOc1nc(NC(=O)NS(=O)(=O)Oc2cccc(Cl)c2)nc(-c2ccccc2)n1,-0.3,8%&44%,7%&15%,-3%,4%&-12%,-3%&-3%,i,2.8%&4.0%,-12%&-14%
COc1cccc(C(=O)NCC(c2ccc3c(c2)OCO3)N2CCOCC2)c1 (centres undefined),/,-11%,/,/,-4%,8%,/,0.6%,5%
Cc1ccc(CNC(=O)C(C)C2Sc3ccccc3NC2=O)cc1 (centres undefined),-5.7,-16%,12%,2%,-4%,10%,i,-0.6%,-16%
CC1(C)CC(=O)C(N=Nc2cc(Cl)c(Cl)c(Cl)c2)=C(O)C1,0.4,12%,-2%,-1%,-3%,-10%,i,2.6%,-20%
O=C(O)C=C1C2CC3CC(C2)CC1C3,-2.2,2%,/,0%,-19%,-3%,/,0.3%,0%
CC1(c2ccccc2)CC(C)(C)N(C(=O)CSc2nnc(N)s2)c2ccccc21 (centres undefined),0.1,?,?,-1%,9%,?,i,2.4%,30%
CS(=O)(=O)N(Cc1ccco1)CC(O)Cn1cc(C=O)c2ccccc21 (centres undefined),-4.3,-11%,/,1%,1%,15%,i,0.5%,-12%
COc1cccc(CNC(=O)C2CCN(C(=O)c3cnn(-c4ccccc4)c3-n3cccc3)CC2)c1,/,?,?,/,-6%,1%,/,4.4%,-18%

# The order is random, and some 4.3% of all compounds hit somewhere here.
